High-throughput results deposited in PubChem by National Center for Advancing Translational Sciences (NCATS).
FUS suppressor: rescues growth of FUS-expressing yeast; S. cerevisiae FUS-expressing, growth rescue, OD600, 24 h; Potency, µM (titrated, usually from 76.6 µM), for the others: top-dose growth rescue (activation), hits mostly activators; 390,000 compounds, 0.24% hits; AID 1347120;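 also: plate controls were DMSO vehicle for no effect and reference control for full effect; nearly all actives have a fitted effect of over 55% in size; some results filed as inactive show a strong effect at the top dose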
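S. cerevisiae expressing FUS from galactose induction served as the toxicity model. Growth after 24hr at 30C, read as absorbance at 600 nm, indicates suppression of toxicity; compounds dosed at several concentrations.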
EPAC1 antag: blocks human EPAC1 exchange factor; O95398; Potency, µM (top dose mostly 115 µM), without a hit: at the top dose activity change, negative = inhibition, hits mostly inhibitors; 360,000 compounds, 0.14% hits; EPAC1 GEF assay, Rap1b-BODIPY-GDP exchange fluorescence;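 also: plate controls were vehicle for no effect and positive control for full effect; nearly all actives have a fitted effect of over 50% in size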
Target sequence (O95398 whole entry, looked up): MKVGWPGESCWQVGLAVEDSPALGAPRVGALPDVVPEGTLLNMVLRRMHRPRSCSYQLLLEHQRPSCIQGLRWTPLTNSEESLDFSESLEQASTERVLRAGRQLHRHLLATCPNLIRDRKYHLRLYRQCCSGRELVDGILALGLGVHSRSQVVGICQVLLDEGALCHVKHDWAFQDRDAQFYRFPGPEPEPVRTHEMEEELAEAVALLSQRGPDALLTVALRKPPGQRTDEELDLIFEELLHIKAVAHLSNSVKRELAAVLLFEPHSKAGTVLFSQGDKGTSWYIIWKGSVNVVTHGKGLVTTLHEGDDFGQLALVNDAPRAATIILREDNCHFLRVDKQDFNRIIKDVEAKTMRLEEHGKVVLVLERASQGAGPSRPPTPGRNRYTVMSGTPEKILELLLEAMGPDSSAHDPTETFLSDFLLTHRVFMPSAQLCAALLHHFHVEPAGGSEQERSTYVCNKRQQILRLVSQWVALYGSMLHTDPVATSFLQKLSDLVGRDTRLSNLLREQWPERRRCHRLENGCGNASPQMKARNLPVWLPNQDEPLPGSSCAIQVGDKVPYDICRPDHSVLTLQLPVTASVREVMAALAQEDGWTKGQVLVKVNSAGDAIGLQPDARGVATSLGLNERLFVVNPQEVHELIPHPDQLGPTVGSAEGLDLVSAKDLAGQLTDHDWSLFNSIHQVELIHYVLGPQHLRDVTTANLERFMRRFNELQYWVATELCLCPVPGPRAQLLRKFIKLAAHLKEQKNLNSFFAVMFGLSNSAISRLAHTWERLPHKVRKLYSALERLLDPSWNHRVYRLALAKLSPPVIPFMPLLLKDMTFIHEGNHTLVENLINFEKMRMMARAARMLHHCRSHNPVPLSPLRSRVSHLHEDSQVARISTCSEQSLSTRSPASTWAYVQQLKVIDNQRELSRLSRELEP
EPAC2 ag: agonists of human EPAC2 (RAPGEF4). Q8WZA2. EPAC2 activation, biochemical qHTS; response scale: 100% = 6.5 mM cAMP response. Potency, µM (highest dose often 154 µM), for the others: at the top dose activation, hits mostly activators. 360,000 compounds, 0.079% hits. AID 720711; also: nearly all actives have a fitted effect of over 50% in size
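Nucleotide exchange monitored as fluorescence drop when BODIPY-GDP leaves Rap1B. Reaction: 100 nM EPAC2, 250 nM RAP1B-BODIPY-GDP, 50 uM GDP, room temperature, kinetic read over 30 min. Activity expressed relative to 6.5 mM cAMP.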
EPAC1 agonist: agonists of human EPAC1 | O95398 | AID 720707 | Potency, µM (top dose mostly 154 µM), for inactives: at the top dose activation, most hits filed as activators | 360,000 compounds, 0.073% hits | EPAC1 agonist qHTS, biochemical assay; response scale: 100% = response to 6.5 mM cAMP; also: nearly all actives have a fitted effect of over 60% in size
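Multi-concentration qHTS readout: loss of Rap1B-bound BODIPY-GDP fluorescence driven by 100 nM EPAC1 with excess GDP (50 uM), monitored kinetically at room temperature; agonist response expressed relative to 6.5 mM cAMP.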
PTHR1 ag: agonists of human PTHR1 parathyroid hormone receptor | Q03431 | HEK293 GP2 PTHR1 cells, GloSensor cAMP luminescence, 1 h | Potency, µM (top dose mostly 115 µM), for the others: at the highest dose activation, usual class: activators | 410,000 compounds, 0.075% hits | AID 743266; also: nearly all actives have a fitted effect of over 55% in size; some results filed as inactive show a strong effect at the top dose; inactives centre near -15; many of its hits are not listed in these tables
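HEK-293-derived GP2 cells expressing PTHR1 and a GloSensor cAMP reporter, 3,000/well, plated overnight, given luciferin plus IBMX (each 0.5 mM as added) for 1 h at 37 °C, then compound for 1 h at 37 °C. Luminescence was read after 15 min at room temperature.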
aSyn yeast inh: alpha-synuclein toxicity inhibition in yeast. Yeast expressing alpha-synuclein, growth rescue, BacTiter-Glo, 24 h. Potency, µM (top dose mostly 46.1 µM), without a hit: top-dose growth rescue (activation), hits mostly activators. 370,000 compounds, 0.14% hits; also: % of control where 0% means no effect; nearly all actives have a fitted effect of over 65% in size
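Galactose-induced alpha-syn yeast (OD600=0.02, raffinose-pregrown) + pinned cpd, 24 hr, 30 deg C; growth by BacTiter-Glo luminescence. Growth restoration scores as activation.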
TDP43 rescue: TDP-43 toxicity inhibition in yeast. Potency, µM (series often up to 46.1 µM), without a hit: at the highest dose growth rescue (activation), hits mostly activators. TDP-43 expressing yeast growth rescue, BacTiter-Glo, 24 h. 410,000 compounds, 1.8% hits; also: % of control where 0% means no effect; nearly all actives have a fitted effect of over 50% in size
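Galactose-induced TDP-43 yeast, OD600=0.02, compound pinned; 24 hr, 30 deg C; BacTiter-Glo luminescence for growth. Inhibitors of TDP-43 toxicity read as activators.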
EPAC2 antagonist: antagonists of human EPAC2; Q8WZA2; EPAC2 GEF exchange of Rap1B-BODIPY-GDP, fluorescence; Potency, µM (top dose mostly 114 µM), inactives show at the highest dose activity, negative = inhibition, usual class: inhibitors; 360,000 compounds, 0.18% hits; AID 720708; also: % is scaled to controls: 0 for no effect and ±100 for the full control effect; nearly all actives have a fitted effect of over 45% in size; many of its hits are not listed in these tables
* hit, by the source's call; i = inactive; ? = inconclusive; . = not tested or not shown; [ ] = remark or other dose. Calls follow the shape of the dose curve; as a rule, active = well fitted curve in the direction sought with a large enough effect; inconclusive = small, poorly fitted or top-dose-only effect, or another doubt; inactive = no such curve, though single readings can be large; an effect the other way counts as inactive or inconclusive. Potency is read from the fitted curve at half-maximal effect.

Second line of a record – FUS suppressor	EPAC1 antag	EPAC2 ag	EPAC1 agonist	PTHR1 ag	aSyn yeast inh	TDP43 rescue	EPAC2 antagonist
> O=C(COC(=O)CCCOc1ccc(Cl)cc1Cl)NCc1ccc(F)cc1
 : 26%	-6%	12%	5%	i	5%	16µM*	-9%
> Cc1cc(NS(=O)(=O)c2ccc(Cl)cc2)nn1CC(=O)NCc1ccco1
 : 3%	-8%	8%	8%	-18%[57.5 µM]	-1%	18%	5%
> COc1ccc(S(=O)(=O)N2CCCC2)cc1NC(=O)c1ccccc1F
 : -12%	7%	5%	-10%	i	0%	5%	3%
> Oc1c(Cl)cc(Cl)cc1C1=NNC(c2ccc(Cl)cc2)C1 (configuration not stated)
 : -2%	18%	6%	1%	-26%	-3%	7%	-3%
> COc1ccccc1/C=C/c1ccc2cccc(O)c2n1
 : 17%	-2%	2%	1%	-5%	?	?	6%
> O=C(Nc1ccc(F)cc1)C1CC(=O)n2ncnc2N1 (configuration not stated)
 : -6%	-1%	5%	3%	i	7%	4%	6%
> Cc1ccccc1-c1c(C)oc2cc(O)ccc2c1=O
 : 2%	11%	9%	11%	-15%[57.5 µM]	-19%	-12%	-2%
> CS(=O)(=O)c1ccccc1-c1nnc(NC(=O)c2ccc3ncsc3c2)o1
 : 2%	4%	-3%	6%	i	1%	-7%	3%
> Cc1ccc(C(=O)/C=C/c2cc(Br)cc(Br)c2O)o1
 : -12%	?	7%	-14%	-5%	-6%	11%	4%
> COc1ccc(S(=O)(=O)N2CCN(Cc3c[nH]c4ccccc34)CC2)cc1
 : 12%	-16%	12%	8%	i	-7%	-7%	9%
> COC(=O)[C@@H](NC(=O)NCc1cccc(OC)c1)C(C)C
 : 17%	-7%	2%	3%	i	0%	-15%	1%
> CCC(c1nnc(SCC(=O)N2CC3(C)CC2CC(C)(C)C3)o1)N(C)C (configuration not stated)
 : 1%	-6%	5%	2%	i	2%	-5%	5%
> CC1(c2ccc(Cl)cc2)NC(=O)N(CC(=O)NCc2cccs2)C1=O (configuration not stated)
 : -6%	-6%	7%	5%	i	3%	14%	2%
> COc1ccc(S(=O)(=O)N(C)CC(=O)Nc2ccccc2C(F)(F)F)cc1
 : 29%	-11%	10%	0%	i	1%	-20%	-4%
> O=C(CN1C(=O)NC2(CCc3ccccc32)C1=O)Nc1ccccc1OC(F)F (configuration not stated)
 : 18%	8%	2%	6%	i	5%[1.84 µM]	2%	4%
> COc1ccc(NC2CCCN(C(=O)CCc3cccc(Cl)c3)C2)cc1 (configuration not stated)
 : 11%	-1%	4%	-7%	i	1%	23%	3%
> CC(NC(=O)CN(C)Cc1ccc(Br)cc1)c1ccccc1 (configuration not stated)
 : -18%	-2%	-3%	7%	-5%	?	12%	?
> CCN1C(=O)/C(=C2/SC(C)=C(C)N2CC)SC1=S
 : -4%	14%	-31%[inhibitor]	2%	-8%	7%	21%	23%
> CCN(C(=O)CN1CCCCCC1)c1c(N)n(Cc2ccccc2)c(=O)[nH]c1=O
 : .	-18%	14%	2%	-17%	1%	1%	6%
> CC(C)CC(=O)Nc1nnc(SCC(=O)Nc2nccs2)s1
 : .	4%	2%	0%	-10%	-3%	8%	13%
> CC1CCCc2sc3nc(NCc4ccco4)n4ncnc4c3c21 (configuration not stated)
 : 21%	-16%	-1%	16%	-22%	-16%	-7%	4%
> O=C(COC(=O)CNS(=O)(=O)c1ccc2ccccc2c1)Nc1ccc2c(c1)OCO2
 : -22%	-24%	11%	11%	-4%	7%	0%	-20%
> CN(c1ccccc1)c1ccc(/C=N/NC(=O)CC#N)cc1
 : 3%	7%	-16%	9%	-7%	1%	7%	3%
> Cc1ccccc1C(=O)NC1CC2CCCC(C1)N2C(=O)Nc1ccccc1 (configuration not stated)
 : 15%	-16%	4%	0%	i	-1%	-7%	0%
> O=C(c1ccc(S(=O)(=O)N2CCOCC2)cc1)N1CCOCC1
 : 12%	7%	8%	3%	-18%	-2%	-32%[9.22 µM]	0%
> O=[N+]([O-])c1ccccc1S(=O)c1ccccc1[N+](=O)[O-]
 : -22%	-1%	0%	-10%	-59%[inhibitor]	1%	0%	12%
> O=C(OCc1ccccc1)/C(=C/c1ccccc1Cl)NC(=O)c1ccco1
 : .	-8%	3%	16%	i	-13%	15%	-9%
> COc1cccc(NC(=O)CN(C)C(=O)c2cccc(S(=O)(=O)Nc3ccc(C)cc3)c2)c1
 : ?	-8%	11%	4%	-7%	3%[1.84 µM]	3%	-8%
> COc1cc(/C=C/c2cc[n+](C)cc2)ccc1OCC(=O)Nc1ccc(Cl)c(Cl)c1
 : 19%	-30%	-8%	-3%	i	-11%	0%	-3%
> COc1cccc(CNC(=O)c2cccc(NC3=NC4CS(=O)(=O)CC4S3)c2)c1 (configuration not stated)
 : -12%	-29%	-3%	0%	-22%	3%	0%	-5%
> O=C(C1CCC(=O)N(C2CCCC2)C1)N1CCN(Cc2cccc(Cl)c2)CC1 (configuration not stated)
 : 9%	5%	4%	-10%	-10%	1%	9%	14%
> COC(=O)/C(=C(O)\C=C\c1ccccc1[N+](=O)[O-])c1nc2ccccc2[nH]1
 : 7%	-7%	14%	-9%	-15%	-13%	14%	0%
> CCc1ccccc1Nc1nn2c(=O)c3ccc(C(=O)NCCC4=CCCCC4)cc3nc2s1
 : -2%	.	.	.	i	-5%	8%	.
> Cc1cc(S(=O)(=O)NC2CCCCC2)ccc1OCC(=O)NCC1CCCO1 (configuration not stated)
 : 25%	-14%	6%	7%	-11%	-8%	-18%	-5%
> O=C(Nc1ccc(N2CCOCC2)cc1)c1csc(COCCO)n1
 : 11%	-2%	6%	13%	-61%[inhibitor]	-6%	4%	-6%
> O=C(C1Cc2ccccc2CN1S(=O)(=O)c1ccccc1[N+](=O)[O-])N1CCOCC1 (configuration not stated)
 : .	-7%	8%	3%	-24%	-1%	-20%	25%
> CSCCC(NC(=O)c1ccccc1)C(=O)NCC(C)(C)N1CCOCC1 (configuration not stated)
 : -22%	2%	0%	-6%	i	-21%	-6%	21%
> O=C1COc2ccc(S(=O)(=O)N3CCCCCC3)cc2N1
 : 2%	-16%	6%	9%	i	-1%	6%	-9%
> O=C(NCCCc1ccccc1)c1cccc(NC(=O)C2CC2)c1
 : -12%	-9%	15%	7%	-22%	0%	6%	-2%
> CCOC(=O)c1sc2ncn(C(CC)C(=O)OCC)c(=O)c2c1C (configuration not stated)
 : 44%	-19%	-20%	-1%	i	6%	-5%	-16%
> CCN1CCCC1CNC(=O)CCc1nnc(CCC2CCCCC2)o1 (configuration not stated)
 : 9%	-3%	-1%	-4%	i	1%	-12%[0.397 µM]	-2%
> CCN(c1ccccc1)S(=O)(=O)c1ccc(C(=O)NCC(c2cccs2)N(C)C)cc1 (configuration not stated)
 : 2%	-23%	6%	-6%	-4%	2%	-1%	0%
> CCCn1c(=N)c(S(=O)(=O)c2ccccc2)cc2c(=O)n3ccccc3nc21
 : 10%	-16%	12%	-12%	9%	-2%	-30%	9%
> O=C1N/C(=N\N=C\c2cccs2)SC1Cc1ccc(Cl)c(Cl)c1 (configuration not stated)
 : -21%	-2%	4%	11%	-23%	7%	17%	-3%
> COC(=O)C1(O)CC(C(C)C)=NN1C(=O)c1ccc(Cl)cc1 (configuration not stated)
 : 16%	7%	-1%	-6%	i	-4%	-1%	9%
> COC(=O)CC1Oc2ccc(C)cc2NC1=O (configuration not stated)
 : -30%	1%	7%	-2%	-23%	-3%	21%	-6%
> CCOC(=O)c1c(NC(=O)COC(=O)c2cccc([N+](=O)[O-])c2)sc(C(=O)N(C)C)c1C
 : 5%	7%	5%	5%	-4%	2%	14%	-10%
> COc1ccc(-c2cc(NC=O)c3ncc(-c4cccc(C(F)(F)F)c4)n3c2)c(OC)c1
 : ?	-18%	-1%	-28%	i	-6%	16µM*	-22%
> Cc1cc(N2CCOCC2)ccc1/C=C1\NC(=O)N(CC(=O)Nc2ccccc2C)C1=O
 : -5%	-13%	3%	0%	i	-3%	0%	-3%
> CCCNc1c(F)c(F)c2c(C)c3ccccc3nc2c1F
 : ?	?	8%	-1%	-36%[inhibitor][57.5 µM]	-5%	9%	-2%
> O=C(CNC(=O)c1cccc(OC(F)F)c1)OCn1nnc2ccccc2c1=O
 : 8%	7%	6%	7%	i	0%	-14%[9.22 µM]	-5%
> Cc1cccc(NS(=O)(=O)c2c(C(=O)N3CCOCC3)c(C)n(C)c2C)c1C
 : -16%	-4%	-3%	-2%	-33%	3%	-2%	2%
> COc1ccc(-c2nc3scc(-c4ccc(OC)c(OC)c4)c3c(=O)o2)cc1
 : -7%	17%	5%	7%	-35%[inhibitor]	-10%	-26%	-2%
> O=[N+]([O-])c1ccc(Oc2ccc(S(=O)(=O)N3CCOCC3)cn2)cc1
 : 11%	14%	2%	-1%	-12%	-10%	-16%	-1%
> CCCN(CCC)CCNC(=O)CCC(=O)Nc1ccc2nc(N3CCN(C)CC3)cc(C)c2c1
 : -2%	13%	-3%	-10%	29%	-5%	11%	-1%
> CC(=O)Nc1nnc(SCC(=O)Nc2ccc3c(c2)OCCO3)s1
 : .	-6%	-1%	1%	i	4%	8%	-5%
> COc1ccc(/C=C/C(=O)NC(=S)NNC(=O)c2cccs2)cc1OC
 : 3%	4%	-5%	4%	-16%	0%	14%	3%
> CC(C)CN1C(=O)c2ccc(C(=O)Nc3ccncc3)cc2C1=O
 : 28%	1%	7%	8%	-19%[57.5 µM]	-19%	-15%	-2%
> Cc1cc(-c2ccccc2C(=O)NC2CCCCC2)on1
 : -5%	10%	0%	3%	-1%	4%	8%	4%
> Cc1cc(C)cc(OCC(=O)NNC(=O)CCC(=O)NCc2ccccc2)c1
 : -7%	7%	0%	8%	-24%[57.5 µM]	-7%	4%	0%

Reprinted at random: three entries already listed.
Second line of a record – FUS suppressor	EPAC1 antag	EPAC2 ag	EPAC1 agonist	PTHR1 ag	aSyn yeast inh	TDP43 rescue	EPAC2 antagonist
> CCOC(=O)c1c(NC(=O)COC(=O)c2cccc([N+](=O)[O-])c2)sc(C(=O)N(C)C)c1C
 : 5%	7%	5%	5%	-4%	2%	14%	-10%
> O=C(CNC(=O)c1cccc(OC(F)F)c1)OCn1nnc2ccccc2c1=O
 : 8%	7%	6%	7%	i	0%	-14%[9.22 µM]	-5%
> CSCCC(NC(=O)c1ccccc1)C(=O)NCC(C)(C)N1CCOCC1 (configuration not stated)
 : -22%	2%	0%	-6%	i	-21%	-6%	21%

This is a subset; count on the stated rates, not on these rows.
